# Source: PubChem BioAssay (several laboratories)
# NTR1 agonist = agonists of NTR1, primary screen, imaging, U2OS cells, beta-arrestin-GFP, high content (AID 493036); P30989; NTR1-U2OS beta-arrestin-GFP spot imaging, agonist mode; activation, % at 20 µM; hit rate 0.17% among 330,000;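 active = activation at or above 40% of the spot to cytoplasm intensity ratio, with at least 20 cells analyzed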;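 also: 0% = DMSO without peptide and 100% = 100 nM NTR1 peptide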
# Target sequence (P30989 whole entry, looked up): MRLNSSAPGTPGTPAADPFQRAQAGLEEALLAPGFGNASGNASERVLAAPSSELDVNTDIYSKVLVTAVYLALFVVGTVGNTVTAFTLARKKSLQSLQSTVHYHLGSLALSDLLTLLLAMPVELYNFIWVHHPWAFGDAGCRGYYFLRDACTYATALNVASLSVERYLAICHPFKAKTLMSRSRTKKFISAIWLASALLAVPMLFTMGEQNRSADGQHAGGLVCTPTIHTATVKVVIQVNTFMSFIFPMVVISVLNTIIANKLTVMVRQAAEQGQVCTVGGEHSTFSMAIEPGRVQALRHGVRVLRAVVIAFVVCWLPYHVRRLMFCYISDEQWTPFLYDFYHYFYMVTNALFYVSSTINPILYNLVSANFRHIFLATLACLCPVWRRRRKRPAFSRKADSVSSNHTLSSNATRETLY
# MgcRacGAP inhibition = MgcRacGAP GTPase-activating activity inhibitors, confirmation, biochemical, ADP Hunter fluorescence; MgcRacGAP-stimulated Rac1 GTP hydrolysis, ADP Hunter fluorescence; higher % means a stronger effect; GST-tagged Rac1 F28L mutant substrate; inhibition, % at 30 µM, or IC50 in µM where a hit was titrated; hit rate 0.6% among 340,000;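 active = first-screen hits whose inhibition reached a set limit at any dose in the follow-up dose series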;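 also: fluorescence reports GDP produced by GAP-driven GTP hydrolysis; strong numbers were not always called active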
# Myeloid diff 2 = promotes myeloid progenitor differentiation. calls only at 10 µM. ER-HoxA9 myeloid progenitors, lysozyme-GFP differentiation, flow cytometry. hit rate 1% among 360,000;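 active = normalized GFP-positive differentiation at or above the plate's own cutoff, the solvent-only control mean plus 3 SD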;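 also: cells exposed to compound for four days before flow analysis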
# NTR1 agonist cell count 20 µM = recorded beside NTR1 agonist, whose call it bears; cell count; measured here: cell count, cytotoxicity flag
# Myeloid diff 2 GFP+ MAC1+ % = also measured in Myeloid diff 2; calls as there; GFP+ MAC1+ double positive, %; measured here: differentiation confirmed by MAC1 staining
# Numbers without * were called inactive; i = inactive. An excerpt, so the mix of outcomes need not match the whole.
# Preview, 7 compounds:
# Value order: Myeloid diff 2 GFP+ MAC1+ %, NTR1 agonist, MgcRacGAP inhibition, Myeloid diff 2, NTR1 agonist cell count 20 µM
Nc1c(N(Cc2ccccc2)C(=O)CCc2ccccc2)c(=O)[nH]c(=O)n1Cc1ccccc1
  1.0, -2.4, 6%, i, 60
COc1ccc(S(N)(=O)=O)cc1C(=O)OCC(=O)NC(C)(C#N)C1CC1 (stereo not drawn)
  0.2, 4.0, -1%, i, 56
O=C(C1=COCCO1)N(Cc1nnc(-c2ccccc2Cl)o1)C1CC1
  0.5, 0.4, 9%, i, 51
O=C(OCC(=O)N1CCCCCC1)c1cnc(Cl)c(Cl)c1
  0.5, 16, 7%, i, 50
CC1CC(C)CN(C(=O)c2ccc3ncsc3c2)C1 (stereo not drawn)
  0.8, -0.4, 2%, i, 72
CCCn1c(SCC(=O)NCCCN2CCCC2=O)nc2ccccc2c1=O
  0.5, 1.0, 5%, i, 63
Cc1ccc(NC(=O)NC(=O)COc2c(F)c(F)cc(F)c2F)c(C)c1
  1.3, 3.9, -2%, i, 52

# Main list, from the start:
# Value order: Myeloid diff 2 GFP+ MAC1+ %, NTR1 agonist, MgcRacGAP inhibition, Myeloid diff 2, NTR1 agonist cell count 20 µM
Nc1c(N(Cc2ccccc2)C(=O)CCc2ccccc2)c(=O)[nH]c(=O)n1Cc1ccccc1
  1.0, -2.4, 6%, i, 60
COc1ccc(S(N)(=O)=O)cc1C(=O)OCC(=O)NC(C)(C#N)C1CC1 (stereo not drawn)
  0.2, 4.0, -1%, i, 56
O=C(C1=COCCO1)N(Cc1nnc(-c2ccccc2Cl)o1)C1CC1
  0.5, 0.4, 9%, i, 51
O=C(OCC(=O)N1CCCCCC1)c1cnc(Cl)c(Cl)c1
  0.5, 16, 7%, i, 50
CC1CC(C)CN(C(=O)c2ccc3ncsc3c2)C1 (stereo not drawn)
  0.8, -0.4, 2%, i, 72
CCCn1c(SCC(=O)NCCCN2CCCC2=O)nc2ccccc2c1=O
  0.5, 1.0, 5%, i, 63
Cc1ccc(NC(=O)NC(=O)COc2c(F)c(F)cc(F)c2F)c(C)c1
  1.3, 3.9, -2%, i, 52
CC1CC1C(=O)N1CCN(S(=O)(=O)c2cc(C(F)(F)F)cc(C(F)(F)F)c2)CC1 (stereo not drawn)
  0.6, -0.6, 3%, i, 69
Cc1ccc(Nc2nnc(C)c3ccccc23)c(C)c1
  0.7, -0.5, -13%, i, 45
COc1ccc(C2CC(c3ccc(Cl)cc3)=NN2c2ccc(S(N)(=O)=O)cc2)cc1 (stereo not drawn)
  0.6, 13, 10%, i, 71
CCOc1ncccc1C(=O)NNC(=O)c1cccc(S(=O)(=O)N2CCOCC2)c1
  1.0, 1.2, 5%, i, 69
Cc1ccccc1C(=O)NCC(=O)N1CCN(C/C=C/c2ccccc2)CC1
  1.3, -2.4, 4%, i, 50
CCCCn1c(SCC(=O)NCc2ccc3c(c2)OCO3)nnc1C(CC)N(C)C (stereo not drawn)
  1.3, 1.8, 4%, i, 37
COc1ccccc1-c1nn(-c2ccccc2)cc1C(=O)NCC(c1ccco1)N1CCCC1 (stereo not drawn)
  0.7, -0.4, 0%, i, 44
Cc1noc(C)c1S(=O)(=O)NCc1cccc(Cl)c1
  0.3, -1.6, 4%, i, 56
CC(=O)Nc1ccc(NC(=O)c2ccc(-c3ccccc3Cl)o2)cc1
  0.9, 0.9, 9%, i, 63
COc1ccc(NC(=O)COC(=O)CCc2ccc(S(=O)(=O)N3CCOCC3)cc2)cc1Cl
  0.8, -0.2, -1%, i, 61
Cc1ccc(NC(=O)N(C2=NCC(C)S2)c2ccccc2)cc1 (stereo not drawn)
  0.5, 1.2, 5%, i, 92
CCN(CC)S(=O)(=O)c1cc(NC(=O)COC(=O)C2CCC2)ccc1C
  0.2, -1.0, 3%, i, 82
CN(CC(=O)Nc1ccccc1Cl)C(=O)COC(=O)c1ccc([N+](=O)[O-])s1
  0.8, 0.7, 5%, i, 56
CCC1(c2ccc(F)cc2)NC(=O)N(CC(=O)NC2CCCCCC2)C1=O (stereo not drawn)
  1.2, -0.2, 0%, i, 60
Cc1ccc(NC(=O)CCN2C(=O)NC3(CCCC3)C2=O)cc1S(=O)(=O)N1CCOCC1
  1.1, 0.2, 0%, i, 42
COc1ccc(C(=O)N/C(=C\c2ccc(SC)cc2)C(=O)NCCCn2ccnc2)cc1OC
  0.6, -1.7, 11%, i, 54
CCN(CC)C(CNC(=O)CSc1nnnn1-c1c(C)cccc1C)c1ccco1 (stereo not drawn)
  0.5, -0.4, 7%, i, 53
CCN(C[C@H]1N[C@@](CC)(C(=O)OC)[C@H]2C(=O)N(Cc3ccccc3)C(=O)[C@@H]12)C(=O)Nc1ccc(C(F)(F)F)cc1
  0.2, -0.5, 9%, i, 56
N/C(=N\OC(=O)COc1ccccc1)c1cccnc1
  0.6, -1.2, 10%, i, 61
O=C(CNC(=O)c1ccc(Br)cc1)NC1CC1
  0.2, 1.5, 0%, i, 83
CCOC(=O)[C@@H]1[C@H]2COc3ccccc3[C@@H]2N2C(=O)N(c3cccc(C)c3)C(=O)[C@@]12C
  0.9, 1.2, 3%, i, 60
COc1cc(C(=O)OC(C)C(=O)N2CCCC2)cc2c1OCCO2 (stereo not drawn)
  2.4, -0.6, 2%, i, 107
CCOc1cc2c(cc1OCC)C(c1ccc(F)cc1)NCC2 (stereo not drawn)
  0.4, -1.4, 12%, i, 32
Cc1cc(-c2ccccc2)nc(N/N=C/c2ccc(O)cc2)n1
  1.5, 1.9, 18µM*, i, 58
CCN(CC)C(=O)c1nc[nH]c1C(=O)N(C)Cc1ccccc1
  0.6, 1.0, 16%, i, 47
Cc1ccc(C(=O)CCC(=O)Nc2ccc(C)cn2)cc1
  0.2, -1.3, 6%, i, 55
Cc1ccc(CN(C)C(=O)c2cc(S(=O)(=O)N3CCOCC3)ccc2F)o1
  0.9, -1.4, 5%, i, 51
COc1ccc(-c2noc(CCC(=O)N3CCN(c4cccc(OC)c4)CC3)n2)cc1
  0.4, 4.8, 11%, i, 63
O=C(C[C@@H]1C/C=C\C[C@@H](NC(=O)OCC2c3ccccc3-c3ccccc32)C(=O)OCCNC1=O)N[C@@H](CO)Cc1ccccc1
  0.7, 1.5, 12%, i, 40
COc1ccc(S(=O)(=O)Nc2ccc3c(c2)C(=O)N([C@@H](C)CO)C[C@H](C)[C@H](CN(C)CC2CC2)O3)cc1
  0.4, -0.5, 7%, i, 49
CCN(CC)S(=O)(=O)c1ccc(OC)c(NC(=O)c2ccc(OC)c([N+](=O)[O-])c2)c1
  1.5, 2.5, 7%, i, 61
O=C(CCC(=O)N1CCOCC1)NCCc1ccc(F)cc1
  1.4, 1.8, 4%, i, 45
CN(Cc1cccc(Cl)c1Cl)C(=O)CCNC(=O)c1ccco1
  1.4, -0.6, 6%, i, 54
CCOc1ccc(/C=N/OCC(=O)Nc2cc(S(=O)(=O)N3CCOCC3)ccc2OC)cc1
  0.7, 1.3, 8%, i, 56
Cc1noc(C)c1COC(=O)c1cc(S(=O)(=O)N2CCOCC2)ccc1F
  1.7, 0.5, 2%, i, 48
COc1ccccc1CNC(=O)CN1C(=O)NC2(CCC(C)CC2)C1=O (stereo not drawn)
  0.7, -0.9, 9%, i, 55
COc1ccc(S(=O)(=O)N2CCN(C)CC2c2ccccc2)cc1OC (stereo not drawn)
  0.4, 0.0, 2%, i, 65
CC(=NNC(=O)c1cccs1)c1ccc2c(c1)OCCO2
  0.3, 0.0, 2%, i, 66
Cc1noc(C)c1COc1ccccc1C(=O)N1CCN(c2cccc(Cl)c2)CC1
  0.6, 0.0, 2%, i, 62
CCCCCOc1cccc(C2C(C(=O)c3cccs3)=C(O)C(=O)N2CCN2CCOCC2)c1 (stereo not drawn)
  0.4, 1.0, 5%, i, 66
Cn1nnnc1Sc1ncnc2scc(-c3ccc4c(c3)OCO4)c12
  2.8, 0.7, -4%, i, 65
C[C@H](CO)N1C[C@H](C)[C@@H](CN(C)Cc2ccc3c(c2)OCO3)Oc2c(NS(C)(=O)=O)cccc2C1=O
  0.4, -3.9, 10%, i, 35
CCOC(=O)c1c(C)[nH]c(C(=O)OCC(=O)NCc2ccc(C)cc2)c1C
  0.5, 0.7, 3%, i, 50
COc1ccc([C@@H]2[C@@H]3C(=O)N(C(C)(C)C)C(=O)[C@@H]3[C@]3(Cc4ccccc4)C(=O)N(c4ccc(OC)cc4)C(=O)N23)cc1
  1.4, 4.5, 4%, i, 62
O=C(COc1ccc(Cl)cc1)Nc1cccc(S(=O)(=O)NCc2ccco2)c1
  1.0, -0.3, -3%, i, 54
COc1ccc(Cl)cc1C(=O)NNC(=O)COC(=O)c1cccs1
  0.9, 0.9, 4%, i, 65
Cc1ncc(CO)c(/C=N/NC(=O)c2ccoc2C)c1O
  1.0, -0.4, -3%, i, 62
O=C(COC(=O)/C=C/c1ccco1)NC1CCCCC1
  2.2, -0.6, 10%, i, 60
Nc1ccc(Sc2ccccc2)nc1
  0.8, 2.1, 4%, i, 51
Nc1nnc(C(=O)c2ccccc2N)s1
  3.1, -0.4, 11%, i, 83
COc1cccc(NC(=O)CN(C)C(=O)C23CC4CC(CC(Cl)(C4)C2)C3)c1
  0.3, 4.4, 4%, i, 59
N#Cc1ccccc1OCC(=O)OCC(=O)NC1CCS(=O)(=O)C1 (stereo not drawn)
  1.2, -1.6, 4%, i, 70
Cc1cccc(NC(=O)CN2CCN(C(=O)c3ccc(OCc4cn5ccccc5n4)cc3)CC2)c1C
  0.6, 0.0, 1%, i, 60

# Additional structures:
# Value order: Myeloid diff 2 GFP+ MAC1+ %, NTR1 agonist, MgcRacGAP inhibition, Myeloid diff 2, NTR1 agonist cell count 20 µM
CC1CCN(C(=O)c2nc[nH]c2C(=O)O[C@H](C)c2ccccc2)CC1
  1.9, 0.5, 9%, i, 52
O=C(c1ccc(S(=O)(=O)N2CCCCCC2)cc1)N1CCN(Cc2ccccc2)CC1
  0.6, 3.7, 6%, i, 53
Cc1cccc(NC(=O)COC(=O)c2ccc3nc(C)c(C)nc3c2)c1
  0.4, 2.9, 2%, i, 62
O=C1CC(N2CCN(S(=O)(=O)c3ccccc3F)CC2)C(=O)N1c1ccc(F)cc1F (stereo not drawn)
  1.2, -1.4, -8%, i, 52
Cc1ccc(S(=O)(=O)N(C)CC(=O)NNC(=O)Cc2ccccc2F)cc1
  1.0, 2.6, 2%, i, 72
COc1ccc(S(=O)(=O)Nc2ccc3c(c2)CC(=O)N([C@@H](C)CO)C[C@H](C)[C@@H](CN(C)S(=O)(=O)c2ccc(F)cc2)O3)cc1
  0.8, -0.1, 7%, i, 40
CN(c1ccccc1)S(=O)(=O)c1cccc(C(=O)Nc2cccc(C(=O)NC3CC3)c2)c1
  1.1, -0.6, 0%, i, 56
CC[C@]1(C(=O)OC)[C@H]2C(=O)N(C)C(=O)[C@H]2[C@H]2CN(C)C(=NC3CCCCC3)N21
  0.7, 2.6, 12%, i, 63
CCOc1cc(N2CCOCC2)c(OCC)cc1NC(=O)COc1cccc(CC)c1
  1.2, 7.5, 9%, i, 44
CC(C)(CNS(=O)(=O)c1ccc(Br)s1)N1CCOCC1
  0.1, 5.2, 5%, i, 58
CC1(C)CCC[C@]2(C)C(CS(=O)c3ccccc3)=C(C=O)CC[C@@H]12 (stereo partly drawn)
  0.1, 8.1, 7%, i, 61
O=C(O)c1cccc2c1C(=O)c1ccc(Cl)cc1S2(=O)=O
  1.2, -0.2, 6%, i, 50
COc1ccccc1NC(=O)C(C)Sc1nnc2ccccn12 (stereo not drawn)
  0.5, 4.5, 4%, i, 55
O=C1CC(=C2c3ccccc3-c3ccccc32)C(=O)N1CCN1CCN(c2ccccc2)CC1
  0.6, 0.0, 5%, i, 42
C[C@@H]1CC=C[C@@H]2[C@H]1C(=O)N(Cc1ccccc1)[C@H]2c1cccc(C#Cc2ccccc2)c1
  3.1, 4.3, 11%, i, 68
CC(OC(=O)c1ccc(Cl)nc1)C(=O)NC1CCCC1 (stereo not drawn)
  0.2, 1.5, -1%, i, 46
Cc1ccc(S(=O)(=O)N2CCN(C(=O)c3n[nH]c(=O)c4ccccc34)CC2)c(C)c1
  0.6, -2.1, 1%, i, 67
CC1CN(c2nc3c(c(=O)n(C)c(=O)n3C)n2Cc2c(Cl)cccc2Cl)CC(C)O1 (stereo not drawn)
  0.7, 5.0, 13%, i, 40
O=C(COC(=O)c1ccc2c(c1)OCCO2)Nc1ccc(F)cc1F
  0.6, -1.9, 1%, i, 54
CCOC(=O)CCCCCC(=O)Nc1ccc2c(c1)C(=O)N([C@H](C)CO)C[C@@H](C)[C@H](CN(C)Cc1ccc3c(c1)OCO3)O2
  0.3, 2.7, 6%, i, 65
COc1ccc(C(=O)OCc2ccccc2F)cc1S(=O)(=O)N1CCCC1
  1.9, 3.2, 11%, i, 51
CCCOc1ccc(C(F)(F)F)cc1NC(=O)C1CC(=O)N(Cc2ccco2)C1 (stereo not drawn)
  0.4, 5.9, 0%, i, 60
Cc1ccc(S(=O)(=O)N2CCCCC2)cc1NC(=O)[C@@H]1CCCN1C(=O)c1cccs1
  0.9, -0.4, 4%, i, 59
